# mIDH1 inhibitor – qHTS for Inhibitors of mutant isocitrate dehydrogenase 1 (IDH1): qHTS. Isocitrate dehydrogenase [NADP] cytoplasmic (Homo sapiens), O75874. IDH1-R132H enzyme, NADPH consumption, diaphorase/resazurin fluorescence. Potency, µM (top dose mostly 76.6 µM), without a hit: at the top dose activity change, negative = inhibition, actives largely listed as inhibitors. 390,000 compounds, 0.093% hits; note: potency is the fitted concentration of half-maximal effect; % is set by controls: 0 for no effect and ±100 for the full control effect; nearly all actives have a fitted effect of over 65% in size
#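 IDH1-R132H (0.5 ug/mL dispensed) in pH 7.5 Tris buffer was preincubated 30 min with compound, then given a substrate mix of 0.016 mM NADPH and 2 mM alpha-KG for 80 min at room temperature; remaining NADPH was read by diaphorase/resazurin fluorescence.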
# TRHR ag – qHTS for Small Molecule Agonists and Allosteric Enhancers of Human TRH Receptor: Primary Screen for Agonists; TRHR cells, calcium flux fluo-8, FDSS agonist mode; activation, % at 2 µM; AID 493084, 2011; 360,000 compounds, 0.18% hits; Thyrotropin-releasing hormone receptor (Homo sapiens), P34981; in the data active = activation above about 30%; note: 0% is about no effect
# Target sequence (P34981 whole entry, looked up): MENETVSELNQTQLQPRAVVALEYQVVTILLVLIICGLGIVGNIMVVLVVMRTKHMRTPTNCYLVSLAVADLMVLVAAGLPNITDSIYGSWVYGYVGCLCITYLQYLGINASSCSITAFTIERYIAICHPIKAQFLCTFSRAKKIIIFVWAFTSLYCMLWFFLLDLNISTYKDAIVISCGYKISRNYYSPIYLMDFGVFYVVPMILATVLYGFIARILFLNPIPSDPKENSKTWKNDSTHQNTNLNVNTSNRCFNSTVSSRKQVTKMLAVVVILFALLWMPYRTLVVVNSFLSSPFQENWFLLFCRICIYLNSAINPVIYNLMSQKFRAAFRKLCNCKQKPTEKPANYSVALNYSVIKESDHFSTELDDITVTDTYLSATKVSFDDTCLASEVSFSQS
#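 Fluo-8-loaded TRHR cells; 10 s baseline, compound added, kinetic Ca2+ fluorescence read 1/s, agonist mode.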
# USP1 inh – Inhibitors of USP1/UAF1: Primary Screen | Potency, µM (series often up to 57.1 µM), for inactives: top-dose activity change, negative = inhibition, most hits filed as inhibitors | Ubiquitin carboxyl-terminal hydrolase 1 (Homo sapiens), O94782 | recombinant USP1/UAF1, Ub-Rhodamine cleavage fluorescence | 390,000 compounds, 0.23% hits; note: potency is the fitted concentration of half-maximal effect; % is set by controls: 0 for no effect and ±100 for the full control effect; nearly all actives have a fitted effect of over 60% in size; inactives centre near -12
#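 In this screen, compounds sit with the deubiquitinase complex (1nM) for 15 min at room temperature before Ub-Rho is added at 150nM final. Fluorescence rise is then followed for 6 reads every 60 seconds.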
# TrxR1 substrate – qHTS Assay for Substrates of Mammalian Selenoprotein Thioredoxin Reductase 1 (TrxR1): qHTS; AID 588456, 2011; Thioredoxin reductase 1, cytoplasmic (Rattus norvegicus), O89049; 390,000 compounds, 0.01% hits; purified TrxR1 substrate turnover, NADPH consumption readout; Potency, µM (top dose mostly 114 µM), for the others: top-dose activity change, negative = substrate turnover; note: potency is the fitted concentration of half-maximal effect; % is set by controls: 0 for no effect and ±100 for the full control effect; nearly all actives have a fitted effect of over 50% in size
# Target sequence (O89049 whole entry, looked up): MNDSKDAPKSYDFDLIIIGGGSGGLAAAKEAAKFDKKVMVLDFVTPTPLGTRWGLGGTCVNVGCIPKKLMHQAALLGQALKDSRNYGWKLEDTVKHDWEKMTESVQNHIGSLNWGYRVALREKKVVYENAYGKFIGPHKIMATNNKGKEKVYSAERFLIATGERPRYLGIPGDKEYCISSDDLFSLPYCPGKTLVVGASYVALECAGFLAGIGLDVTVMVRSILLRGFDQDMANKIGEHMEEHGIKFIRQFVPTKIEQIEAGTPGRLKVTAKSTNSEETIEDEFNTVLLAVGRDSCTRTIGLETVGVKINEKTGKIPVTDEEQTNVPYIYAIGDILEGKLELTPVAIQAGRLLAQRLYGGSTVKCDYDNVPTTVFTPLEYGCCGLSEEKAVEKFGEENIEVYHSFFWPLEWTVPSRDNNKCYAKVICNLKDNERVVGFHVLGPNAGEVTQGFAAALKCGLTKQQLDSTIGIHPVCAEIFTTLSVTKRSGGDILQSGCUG
#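 Rat TrxR1, dispensed at 90 nM, was prereduced with 400 uM NADPH (final) for 5 min at ~22 deg C, then incubated with compound 15 min before 400 uM selenite. A first-read NADPH fluorescence drop versus no-compound background flagged substrates.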
# rTrxR1 inhibitor – qHTS Assay for Inhibitors of Mammalian Selenoprotein Thioredoxin Reductase 1 (TrxR1): qHTS; recombinant rTrxR1, NADPH fluorescence consumption, selenite substrate; Thioredoxin reductase 1, cytoplasmic (Rattus norvegicus), O89049; AID 588453, 2011; Potency, µM (doses to about 114 µM), for inactives: at the top dose activity change, negative = inhibition, most hits filed as inhibitors; 390,000 compounds, 1% hits; note: potency is the fitted concentration of half-maximal effect; % is set by controls: 0 for no effect and ±100 for the full control effect; nearly all actives have a fitted effect of over 65% in size
#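 Rat TrxR1 (90 nM in the dispensed reagent) was pre-reduced with 400 uM NADPH for 5 min at room temperature, then incubated with compound for 15 min. After 400 uM selenite was added, NADPH fluorescence (Ex 340/Em 450 nm) was followed for 8 min.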
# TRHR enhancer – qHTS for Small Molecule Agonists and Allosteric Enhancers of Human TRH Receptor: Primary Screen for Enhancers; TRHR cells, fluo-8 calcium fluorescence, EC20 TRH enhancement; Thyrotropin-releasing hormone receptor (Homo sapiens), P34981; 360,000 compounds, 0.66% hits; enhancement, % at 2 µM; in the data active = enhancement above about 30%; note: 0% is about no effect
#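 Enhancer read-out: after compound pinning and an initial kinetic agonist-mode read, an EC20 of TRH (10 nM final) was injected and fluo-8 calcium signal (Ex 480/Em 530) followed at 1 s/cycle for 100 cycles in TRHR-expressing cells.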
# D2 antagonist – HTS Assay for Allosteric Antagonists of the Human D2 Dopamine Receptor: Primary Screen for Antagonists; AID 485344, 2010; 340,000 compounds, 2% hits; inhibition, % at 10 µM; HEK293 TREx D2 cells, calcium flux, dopamine EC80; in the data active = inhibition above about 30%; note: 0% is about no effect
#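 Inhibition of EC80 dopamine-driven calcium flux, recorded kinetically, defines activity here; cells are a tetracycline-induced HEK293 T-REx line expressing force-coupled D2.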
# D2 ag – HTS Assay for Allosteric Agonists of the Human D2 Dopamine Receptor: Primary Screen for Agonists; D(2) dopamine receptor (Homo sapiens), P14416; HEK293 T-REx D2 cells, calcium flux agonist mode; activation, % at 2 µM; 340,000 compounds, 0.53% hits; AID 485358, 2010;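 active = activation over 3 SD above normal in the single-dose calcium agonist read, cut at about 30% in these data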; note: 0% is about no effect
#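 Agonism scored from kinetic calcium signal (1 read/sec, 180 s) following compound pin transfer, after a 10 s baseline. Cells: HEK293 Trex line expressing inducible D2 receptor coupled to calcium, dye-loaded after overnight culture at 30 C.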
# Pin1 inh – qHTS Assay to Find Inhibitors of Pin1 | Peptidyl-prolyl cis-trans isomerase NIMA-interacting 1 (Homo sapiens), Q13526 | Pin1 FP peptide displacement, HiFluor488, 10 min | Potency, µM (titrated, usually from 115 µM), for the others: at the top dose activity, negative = inhibition, most hits filed as inhibitors | 390,000 compounds, 0.009% hits | AID 504891, 2011; active = well fitted inhibition curve with a large enough effect in the polarisation, with a control signal flat, not every such curve was filed as active; inconclusive = small, poorly fitted or top-dose-only effect, or effect the other way, or a change in a side signal; inactive = no such curve, though single readings can be large or run the other way; the % refers to the polarisation; note: potency is the fitted concentration of half-maximal effect; % is set by controls: 0 for no effect and ±100 for the full control effect
# Target sequence (Q13526 whole entry, looked up): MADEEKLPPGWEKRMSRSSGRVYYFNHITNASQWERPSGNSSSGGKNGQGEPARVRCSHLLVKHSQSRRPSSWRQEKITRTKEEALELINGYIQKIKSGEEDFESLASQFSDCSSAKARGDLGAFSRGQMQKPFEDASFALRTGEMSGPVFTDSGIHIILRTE
# Active calls of the source: *; u = inconclusive; x = no result given; ! = a repeat was not active; [ ] = remark or other dose. Unless noted, calls come from the whole dose curve; as a rule, active = well fitted inhibition curve with a large enough effect; inconclusive = small, poorly fitted or top-dose-only effect; inactive = no such curve, though single readings can be large or run the other way. A portion of the library; the hit share may differ from the screen's.
SMILES,mIDH1 inhibitor,TRHR ag,USP1 inh,TrxR1 substrate,rTrxR1 inhibitor,TRHR enhancer,D2 antagonist,D2 ag,Pin1 inh
COc1ccc(CCC(=O)NC2CC(=O)N(c3ccc(F)cc3)C2)cc1 (stereo unspecified),-11%,0.6,-21%,-8%[57.1 µM],3%[57.1 µM],5,x,-0.1,-2%
CC(=O)N(Cc1cccnc1)c1cccc(-c2nc3ccccc3s2)c1,-2%,-2.4,-21%,8%,-1%[57.1 µM],1,-32,-2.7,8%
O=C(COc1ccc(-c2nnco2)cc1)Nc1c(F)cccc1F,-8%,0.1,-23%,1%[57.1 µM],4%[57.1 µM],-1,8,0.3,-2%
COC(=O)c1cc(CSc2nc3ccccc3[nH]2)oc1C,9%,-0.3,-9%,-1%,0%,5,-2,0.3,-2%
Cc1ccc(S(=O)(=O)N(CCCO)Cc2cc3c(C)ccc(C)c3[nH]c2=O)cc1,11%,-0.7,-17%,13%[57.1 µM],-4%[57.1 µM],-6,5,-0.6,2%
O=C1c2ccccc2-c2nnc(-c3ccccc3)cc21,2%,0.3,-19%,-23%[57.1 µM],14%[57.1 µM],2,13,-0.8,-6%
CCSc1nnc(-c2ccc(Cl)cc2Cl)o1,0%,0.0,-3%,-5%,13%,9,-9,0.8,1%
COc1ccc(-n2c(=O)cc(N3CC(C)OC(C)C3)[nH]c2=O)cc1 (stereo unspecified),-1%,0.5,-17%,-9%,u,2,-11,5.7,0%
O=C(Cn1nnc2sc3c(c2c1=O)CCCC3)Nc1ccc(F)c(Cl)c1,3%,0.7,-17%,3%,15%,0,x,0.8,u
Cc1c(C(=O)N2CCCC2)c(S(=O)(=O)Nc2ccccc2Cl)c(C)n1C,1%,-0.3,-21%,7%,23%,10,16,0.2,-4%
Cc1ccc(/C=N/NC(=O)c2nnn(-c3nonc3N)c2CN(C)C2CCCCC2)cc1,0%,0.0,-18%,3%,15%,-7,-6,0.4,-2%
CCCCN(CC)CCNc1ncnc2onc(-c3ccc(Cl)cc3)c12,27%,-1.0,-21%,1%,4%,-3,x,-0.5,-2%
Cc1ccc(CC(=O)NCCS(=O)c2ccc(C)cc2)cc1 (stereo unspecified),-1%,0.6,-8%,0%,14%,-4,-2,-0.8,-4%
CC(C)c1ccc(S(=O)(=O)N2CCC3(CC2)OCCO3)cc1,2%,0.2,-7%,-10%,16%[57.1 µM],3,-16,-0.1,0%
CCN(CC)c1ccc(/C=N/Nc2nn[nH]n2)cc1,0%,1.2,-26%,-5%,u,-4,-1,-0.1,-5%
Cc1cc(C)nc(SCC(=O)N/N=C/c2cccc([N+](=O)[O-])c2)n1,9%,0.0,-11%,15%[57.1 µM],4%,6,-9,-1.2,5%
O=C(Cn1cnc2ccccc2c1=O)NCCC(=O)N1CCN(c2ccccc2)CC1,3%,0.5,5%,2%[57.1 µM],0%[57.1 µM],-5,12,1.1,0%
O=C(Nc1ccc(C(=O)O)cc1)Nc1cccc2ccccc12,1%,-0.7,-22%,1%,19%,4,1,-0.5,20%
CC(OC(=O)c1cccc(S(=O)(=O)N2CCN(C)CC2)c1)C(=O)Nc1ccc(C(N)=O)cc1 (stereo unspecified),10%,1.3,-6%,4%,11%,14,-1,0.1,-12%
CC1CCc2c(sc3nc(C4CC4)nc(N4CCN(C(=O)c5ccco5)CC4)c23)C1 (stereo unspecified),u,x,-17%,-6%,-3%,x,x,x,11%

# Part of the list above, as labelled records:
Structure: O=C(Nc1ccc(C(=O)O)cc1)Nc1cccc2ccccc12
  mIDH1 inhibitor: 1%
  TRHR ag: -0.7
  USP1 inh: -22%
  TrxR1 substrate: 1%
  rTrxR1 inhibitor: 19%
  TRHR enhancer: 4
  D2 antagonist: 1
  D2 ag: -0.5
  Pin1 inh: 20%
Structure: CC(OC(=O)c1cccc(S(=O)(=O)N2CCN(C)CC2)c1)C(=O)Nc1ccc(C(N)=O)cc1 (stereo unspecified)
  mIDH1 inhibitor: 10%
  TRHR ag: 1.3
  USP1 inh: -6%
  TrxR1 substrate: 4%
  rTrxR1 inhibitor: 11%
  TRHR enhancer: 14
  D2 antagonist: -1
  D2 ag: 0.1
  Pin1 inh: -12%

# Following part:
SMILES,mIDH1 inhibitor,TRHR ag,USP1 inh,TrxR1 substrate,rTrxR1 inhibitor,TRHR enhancer,D2 antagonist,D2 ag,Pin1 inh
O=C(OCc1nc2ccccc2s1)c1ccc(Br)o1,-8%,-0.3,-14%,-7%[57.1 µM],-9%[57.1 µM],14,-1,-1.1,1%
Cc1ccc2ncccc2c1NC(=S)NC(=O)c1ccccc1,-3%,0.5,-5%,6%[57.1 µM],-69%,1,2,0.7,-2%
COc1ccc(S(=O)(=O)NCC2CCC(C(=O)NCC(OC)OC)CC2)cc1 (stereo unspecified),6%,0.7,-15%,7%,16%,2,x,x,-6%
Cc1ccc(Nc2c(-c3ccc(N(C)C)cc3)nc3nc[nH]n23)cc1,-25%,2.5,-27%,-7%,-20%,2,x,4.8,0%
CC(C)(C)NC(=O)NC(=O)CN1CCN(C(c2ccccc2)c2ccccc2)CC1,7%,-2.3,-14%,-7%,4%,-3,-7,-1.6,-9%
CCOC(=O)Cc1nc(-c2ccc(Cl)cc2)n[nH]1,11%,-1.1,u,-22%[11.4 µM],21%[11.4 µM],8,6,0.3,1%
CC(=O)Nc1ccc(Sc2ccccc2C(=O)O)cc1,0%,0.3,-7%,-9%,-6%,-1,1,0.4,2%
CCOC(=O)C1(Cc2ccccc2)CCN(Cc2cn[nH]c2-c2ccccc2)CC1,-10%,20,-6%,-5%,13%,1,-7,9.0,-1%
Cc1ccccc1N1Cc2ccccc2C1,2%,0.0,-18%,-5%[11.4 µM],-13%[11.4 µM],5,-6,-0.3,-2%
Cc1cccc(CN2CCC(CNC(=O)c3c(C)oc4ncnc(N5CCCCC5)c34)CC2)c1,0%,-0.4,-22%,-5%,12%,-10,x,x,-4%
O=C(Nc1ccc(Cl)cc1)c1cnn2c1NC(c1ccccc1)=CC2c1ccccc1 (stereo unspecified),-17%,0.0,u,-4%,20%,14,x,-0.4,12%
CSc1nc2ccccc2cc1/C=C(\C#N)c1ccccc1,4%,2.2,-24%,17%[57.1 µM],7%[57.1 µM],-7,9,1.0,11%
CCOC(=O)c1[nH]cnc1C(=O)Nc1ccccc1OC,0%,-2.1,-18%,-3%,9%[57.1 µM],0,-5,-0.5,-7%
COc1ccccc1C1C(C(=O)c2cc3ccccc3o2)=C(O)C(=O)N1CCN1CCOCC1 (stereo unspecified),-1%,0.6,-2%,-10%,22µM*,10,-13,0.2,3%
COc1ccc(C(=NNc2ccccc2C(=O)O)c2ccc(OC)cc2)cc1,-5%,0.0,-23%,-13%,-13%,3,-14,0.4,u
O=S(=O)(c1cccc2nonc12)N1CCN(c2ccc(F)cc2)CC1,-1%,-0.5,-2%,-13%,-3%,-2,2,7.4,0%
c1ccc(-c2onc(-c3ccco3)c2-c2ccc3[nH]ccc3c2)cc1,17%,0.1,-15%,12%[57.1 µM],28µM*!,-8,25,0.4,17%
CCCCc1ccc(C(=O)Nc2ccc3nc(N4CCN(CC)CC4)cc(C)c3c2)cc1,-7%,-0.1,-11%,26%,9%,-1,x,-0.8,0%
O=c1c2cc(N3CCOCC3)ccc2[nH]c(=S)n1CCCN1CCCC1,-2%,-0.4,-22%,10%,0%,0,17,-0.4,9%
CC(C)COc1ccc(CNC(=S)N/N=C/c2ccc([N+](=O)[O-])cc2)cc1,1%,0.4,-25%,-5%,-8%,4,-6,0.5,6%
COc1ccccc1Nc1nc(N)nc(CN2CC(C)CC(C)C2)n1 (stereo unspecified),0%,-0.2,-18%,-4%[57.1 µM],10%[57.1 µM],3,10,-0.2,-4%
CS(=O)(=O)N(CC(=O)N/N=C/c1cc2c(cc1Br)OCO2)c1ccccc1Br,-2%,0.3,-20%,0%,2%,-7,23,0.6,17%
COc1cc(O)cc2occ(-c3ccc(O)cc3)c(=O)c12,-6%,-0.1,15%,-7%,0%,-5,-11,-0.6,-2%
Nc1ccccc1/C=N\N=C/c1ccccc1N,-2%,x,-13%,0%,12%,x,x,x,-1%
O=C(COc1ccc(Cl)cc1)NCc1cn2cc(Cl)ccc2n1,5%,0.5,-20%,-6%[57.1 µM],25%[57.1 µM],3,1,-0.5,-13%
CNc1nc(C)nc(-c2ccccc2O)n1,-4%,-0.1,-27%,1%,4%,0,0,1.2,2%
CN(CC(=O)Nc1ccccc1Cl)C(=O)CN1C(=O)C2CC=CCC2C1=O (stereo unspecified),11%,x,1%,-7%,-11%,x,x,x,0%
COCCn1c(SC(C)C(=O)Nc2ccc(Cl)cn2)nnc1-c1ccncc1 (stereo unspecified),11%,-0.4,-15%,10%[57.1 µM],27%[57.1 µM],-3,-7,-0.2,-9%
NC(=O)COC(=O)CCCSc1nc2ccccc2s1,-3%,-0.7,-9%,9%,11%,-6,10,0.2,3%
CS(=O)(=O)c1ccc(Cl)c(NC(=O)COC(=O)c2cccc(S(=O)(=O)N3CCCCC3)c2)c1,7%,-0.1,-15%,0%,7%,-5,14,-0.5,0%
Cc1ccc(-n2nc3c(=O)n(CC(=O)c4ccc(F)cc4)nc(C)c3c2C)cc1,1%,-2.2,-1%,-4%,8%,-6,11,-0.3,27%

# Screening data from PubChem.
